PLK1 PBD block = qHTS for Inhibitors of PLK1-PDB (polo-like kinase 1 - polo-box domain): Primary Screen; Plk1 PBD binding of FITC phosphopeptide, fluorescence polarization; AID 720504, 2013; 360,000 compounds, 2.8% hits; Potency, µM, inactives show max response, negative = inhibition, most hits filed as inhibitors; Serine/threonine-protein kinase PLK1 (Homo sapiens), P53350; further: potency means the concentration at half of the fitted maximal effect; series mostly up to about 57 µM; on the % scale 0 is the no-effect control and ±100 the full control effect; nearly all actives have a fitted effect of over 65% in size
Target sequence (P53350 whole entry, looked up, the tested form may be a part): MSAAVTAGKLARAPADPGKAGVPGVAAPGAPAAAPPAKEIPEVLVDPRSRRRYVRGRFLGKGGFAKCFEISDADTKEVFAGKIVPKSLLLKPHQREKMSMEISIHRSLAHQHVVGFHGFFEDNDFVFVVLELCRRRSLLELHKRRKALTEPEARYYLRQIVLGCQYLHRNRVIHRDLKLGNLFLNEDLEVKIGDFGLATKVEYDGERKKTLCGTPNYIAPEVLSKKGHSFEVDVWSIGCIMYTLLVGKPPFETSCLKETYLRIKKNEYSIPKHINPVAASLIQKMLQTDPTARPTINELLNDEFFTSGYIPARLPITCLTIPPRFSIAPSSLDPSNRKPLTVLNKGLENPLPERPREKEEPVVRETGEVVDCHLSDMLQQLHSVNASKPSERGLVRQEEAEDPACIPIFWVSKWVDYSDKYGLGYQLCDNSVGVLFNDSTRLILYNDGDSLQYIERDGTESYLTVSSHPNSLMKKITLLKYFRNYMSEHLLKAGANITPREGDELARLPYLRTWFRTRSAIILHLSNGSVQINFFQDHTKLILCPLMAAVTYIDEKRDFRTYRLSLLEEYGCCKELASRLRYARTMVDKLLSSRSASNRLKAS
WRN inhibitor = qHTS for Inhibitors of WRN Helicase; Bifunctional 3'-5' exonuclease/ATP-dependent helicase WRN (Homo sapiens), Q14191; WRN helicase unwinding, fluorescent forked duplex, kinetic; Potency, µM (top dose mostly 114 µM), for inactives: at the top dose activity change, negative = inhibition, most hits filed as inhibitors; 360,000 compounds, 0.46% hits; further: potency means the concentration at half of the fitted maximal effect; on the % scale 0 is the no-effect control and ±100 the full control effect; nearly all actives have a fitted effect of over 55% in size
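WRN at 20 nM final was preincubated with compound for 15 min at room temperature; reaction started with 100 nM forked duplex oligonucleotide carrying fluorophore and quencher plus 2 mM ATP (final). Unwinding followed kinetically by red fluorescence (ex 525/em 598 nm).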
PI5P4Ka inh = qHTS for Inhibitors of phosphatidylinositol 5-phosphate 4-kinase (PI5P4K). Phosphatidylinositol 5-phosphate 4-kinase type-2 alpha (Homo sapiens), P48426. PI5P4Kalpha enzyme, ADP-Glo luminescence, 60 min; hits give low values. max response, %. 330,000 compounds, 1.2% hits. AID 652105, 2013; active means max response of -50% or lower; inconclusive means between -30% and -50%; inactive means -30% or higher; further: value at the top dose of about 77 µM; on the % scale 0 is the no-effect control and ±100 the full control effect
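Controls without substrate or without enzyme flank wells where PI5P4Kalpha converts substrate using 5 microM ATP (final). Incubation lasts 60 minutes at room temperature; ADP formed is read by ADP-Glo luminescence.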
DRD3 antagonist = qHTS of D3 Dopamine Receptor Antagonist: qHTS. D(3) dopamine receptor (Homo sapiens), P35462. D3R cells, DiscoveRx beta-arrestin luminescence, antagonist mode; hits give low values. max response, negative = inhibition, %. 360,000 compounds, 2.5% hits. AID 652054, 2013; in the data active means max response below about -50%; inconclusive means no clear call, values can overlap the other calls; further: on the % scale 0 is the no-effect control and ±100 the full control effect; mostly tested at two doses, the higher about 12 µM
Target sequence (P35462 whole entry, looked up): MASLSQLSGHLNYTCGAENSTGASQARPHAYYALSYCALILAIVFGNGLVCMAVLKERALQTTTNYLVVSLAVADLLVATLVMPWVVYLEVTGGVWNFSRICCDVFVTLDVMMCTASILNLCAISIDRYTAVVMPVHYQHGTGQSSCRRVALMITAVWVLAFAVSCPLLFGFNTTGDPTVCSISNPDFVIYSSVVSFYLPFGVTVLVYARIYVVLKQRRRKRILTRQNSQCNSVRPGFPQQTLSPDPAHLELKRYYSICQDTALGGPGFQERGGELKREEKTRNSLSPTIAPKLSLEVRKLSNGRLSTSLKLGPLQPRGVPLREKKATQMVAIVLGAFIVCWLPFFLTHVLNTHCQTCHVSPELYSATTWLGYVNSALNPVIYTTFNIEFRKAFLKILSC
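Cells expressing the human receptor were seeded at 1500 cells/well, incubated overnight at 37 degrees C in 5% CO2, then exposed to library compounds with dopamine controls for 90 minutes at 37 degrees C before luminescent detection.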
GLP1R inv ag = qHTS of GLP-1 Receptor Inverse Agonists (Inhibition Mode); AID 624417, 2012; 410,000 compounds, 1.6% hits; Potency, µM (titrated, usually from 38.3 µM), for the others: at the highest dose activity change, negative = inhibition, actives largely listed as inhibitors; HEK293 GLP-1R CRE-luciferase, luminescence, 24 h; GLP-1R form is constitutively active; Glucagon-like peptide 1 receptor (Homo sapiens), P43220; further: potency means the concentration at half of the fitted maximal effect; on the % scale 0 is the no-effect control and ±100 the full control effect; nearly all actives have a fitted effect of over 55% in size
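Constitutively active GLP-1R drives a cAMP-responsive luciferase in stably transfected HEK293 cells; test compounds are added after overnight (12 h) attachment and left 24 hr, and signal loss in luminescence marks inhibition.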
IL2 activator = qHTS of IL-2 Activators. 360,000 compounds, 0.065% hits. activation, % (series mostly up to about 46 µM). IL-2 activation reporter assay, cell-based qHTS; stimulated with anti-CD3/CD4/CD28 beads; in transgenic mouse T cells; in the data active means activation above about 50%; inconclusive means mostly about 30% to 49%; further: 0% is about no effect
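Unstimulated transgenic mouse T cells, 750 per well, received compound and, after 60 minutes, anti-CD3/anti-CD4 bead plus anti-CD28 stimulation. EGFP and DsRed were quantified after 18 hours.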
DRD3 agonist = qHTS of D3 Dopamine Receptor Agonist: qHTS; D(3) dopamine receptor (Homo sapiens), P35462; D3R DiscoveRx beta-arrestin cells, luminescence, 90 min; max activation, %; 410,000 compounds, 0.58% hits; AID 652048, 2013; in the data active means max activation above about 30%; further: 0% is about no effect; mostly tested at two doses, the higher about 12 µM
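Agonist-mode cell screen: cells plated at 1500/well and incubated overnight at 37 °C, then exposed to library compounds for 90 min at 37 °C. Detection reagent was added for 30–60 min at room temperature, and luminescence was read.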
GLP-1R agonist = qHTS of GLP-1 Receptor Agonists; HEK293 GLP-1R CRE-luciferase, luminescence, 4-6 h; cells express a hypersensitive GLP-1R form; Potency, µM (series often up to 45.6 µM), for inactives: top-dose activation, usual class: activators; 380,000 compounds, 0.007% hits; further: potency means the concentration at half of the fitted maximal effect; % of control where 0% means no effect
GLP1R cytotox = qHTS of GLP-1 Receptor Inverse Agonists: Cytotox Screen; Potency, µM (top dose mostly 38.3 µM), inactives show at the highest dose activity change, negative = inhibition, most hits filed as inhibitors; HEK293 cAMP-luciferase reporter cells, luminescence, 24 h; AID 624418, 2012; 410,000 compounds, 0.13% hits;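 further: loss of luciferase light is scored as toxicity; potency means the concentration at half of the fitted maximal effect; on the % scale 0 is the no-effect control and ±100 the full control effect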
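Quantitative HTS format, 1536 wells, 200 cells/uL seeded. Compounds: 23 nL, 24 h, 37 °C. Detection: luciferase reagent, luminescence at 12 min RT; decreased signal taken as cytotoxic.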
An asterisk follows results filed as active; ? = inconclusive; / = no result given; [ ] = remark or other dose. Unless noted, the call rests on the fitted dose curve; in most records, active means well fitted curve in the direction sought with a large enough effect; inconclusive means small, poorly fitted or top-dose-only effect, or another doubt; inactive means no such curve, though single readings can be large; an effect the other way counts as inactive or inconclusive.

item	compound	PLK1 PBD block	DRD3 antagonist	IL2 activator	WRN inhibitor	GLP-1R agonist	DRD3 agonist	PI5P4Ka inh	GLP1R cytotox	GLP1R inv ag
1	Cn1cc(Br)c(C(=O)NNC(=O)Cc2ccc(Cl)cc2)n1	6%	15	-0.9	-16%[57.1 µM]	4%	-10	-2	-3%	-4%
2	CC1=C(C(=O)OCc2ccccc2)C(c2ccccc2)NC(=O)N1CCCCCC(=O)O (configuration not stated)	-24%	-14	-3.2	-6%	0%	-4	0	6%	2%
3	Cc1ccc(-n2c(SCC(=O)Nc3ccc(N4CCOCC4)cc3)nc3ccccc3c2=O)cc1	-6%	19	4.2	-7%	1%	-18	6	-5%	7%
4	CCSc1ccccc1C(=O)NCc1ccco1	-8%	7	-2.4	-1%	-7%	-20	/	2%	0%
5	COc1cc(C(=O)OCC(=O)NC2CCCCCC2)ccc1OCC(C)C	3%	8	-0.5	-9%	0%	6	-1	-16%	-13%
6	O=C(NCc1cccnc1)C1CCCN(S(=O)(=O)c2ccccc2)C1 (configuration not stated)	3%	11	-0.1	-8%	3%	0	/	2%	?
7	Cc1noc(C)c1CSCC(=O)Nc1cccc(C(F)(F)F)c1	1%	-26	-3.8	-15%	-4%	-12	9	-4%	?
8	Cc1cc(OCCSc2nnc(-c3cccs3)n2C)ccc1Cl	?	1	-0.6	-6%	1%	-1	4	-1%	?

The list continues:
item	compound	PLK1 PBD block	DRD3 antagonist	IL2 activator	WRN inhibitor	GLP-1R agonist	DRD3 agonist	PI5P4Ka inh	GLP1R cytotox	GLP1R inv ag
9	OCCn1c(-c2ccc(F)cc2)csc1=Nc1ccccc1	-1%	-11	0.5	-25%	2%	-2	1	-6%	?
10	COc1ccc(C(=O)OCC(O)COC(=O)c2ccc(OC)cc2)cc1	2%	4	1.1	0%	18%	-5	8	-1%	19%
11	CCOCCCNC(=O)Cn1cc2c(n1)CCCC2	-14%	9	-0.5	3%	-2%	6	0	-7%	-12%
12	Cc1ccc2c(c1)nnn2C1CCN(C(=O)c2ccccc2F)CC1	-1%	-5	-3.0	2%	-3%	-1	3	0%	2%
13	CNc1oc(Cc2cccc3ccccc23)nc1C#N	-4%	19	-0.4	-9%	8%	5	/	2%	0%
14	CSc1ncccc1C(=O)NCCc1ccccc1F	-6%	?	0.3	9%	13%	5	1	6%	17%
15	CCCN(CCC)Cc1c(C(=O)N/N=C/CCc2ccccc2)nnn1-c1nonc1N	-4%	10	-2.1	-10%	5%	16	-1	0%	2%
16	CN(c1ccc(OCC(=O)OCC(=O)Nc2ccc(F)cc2)cc1)S(=O)(=O)c1ccc(Cl)cc1	3%	3	-2.0	-7%	0%	-2	-5	-10%	3%

More results:
item	compound	PLK1 PBD block	DRD3 antagonist	IL2 activator	WRN inhibitor	GLP-1R agonist	DRD3 agonist	PI5P4Ka inh	GLP1R cytotox	GLP1R inv ag
17	Cc1ccc(NC(=O)COC(=O)CNC(=O)C2CCCCC2)c(Br)c1	0%	1	1.6	7%	1%	6	2	9%	16%
18	N#CCCN1CCN(S(=O)(=O)c2ccc(S(=O)(=O)NC3CC3)cc2)CC1	-4%	-1	-1.8	-18%	8%	2	2	2%	16%
19	O=C(O)CCc1nc2ccccc2c(=O)[nH]1	8%	-8	0.2	-9%	7%	4	-9	4%	9%
20	CC(=O)Nc1ccc(S(=O)(=O)NC(C)(C#N)C2CC2)cc1 (configuration not stated)	-22%	1	-1.5	-6%	-3%	-4	-4	1%	8%
21	COc1ccc(NC(=O)/C=C/c2cccc(F)c2)cn1	-14%	-4	0.8	-32%[57.1 µM]	-3%	3	1	17%[1.53 µM]	?
22	CCn1c(SCC(=O)c2ccc(NS(=O)(=O)c3ccccc3)cc2)nnc1-c1cccs1	-8%	-13	-1.9	-1%	-8%	-1	-15	-19%	-4%
23	CCOc1ccc(N(CC(=O)Nc2ccc(OC)cc2)S(=O)(=O)c2ccc(Cl)cc2)cc1	/	/	/	/	-7%	-16	/	3%	6%
24	CCC(C)[C@H](N)c1cn([C@@H](CCCCN)C(=O)N2CCNCC2)nn1 (some centres not stated)	-6%	-23	-0.4	8%	-1%	-23	-3	3%	17%

Continued:
item	compound	PLK1 PBD block	DRD3 antagonist	IL2 activator	WRN inhibitor	GLP-1R agonist	DRD3 agonist	PI5P4Ka inh	GLP1R cytotox	GLP1R inv ag
25	COc1ccccc1OCCSc1nnc(C)n1-c1ccccc1	-5%	-8	-1.0	1%	0%	-4	1	19%	16%
26	Cc1ccc(NC(=S)N2CCN(Cc3ccccc3)CC2)cc1	2%	0	-0.7	-6%	14%	3	3	?	?
27	COC(=O)c1ccc(N=C2S/C(=C\c3cc(C)n(-c4cccnc4)c3C)C(=O)N2C)cc1	-9%	?	-0.4	-11%	33%	4	-3	20%	?
28	COc1ccccc1N(C(=O)CN1C(=O)c2ccccc2S1(=O)=O)C(C(=O)NCC1CCCO1)c1ccc(F)cc1 (configuration not stated)	-7%	-22	0.1	2%	5%	-23	4	3%	3%
29	COc1ccccc1N=Nc1ccc(O)c2ncccc12	-19%	-90*	-4.6	11%	-10%	-17	?	1.3µM*	?
30	Cc1c(Cc2ccccc2)c(NCCN(C)C)n2c(nc3ccccc32)c1C#N	-5%	6	1.7	-11%	5%	-7	2	20%	-15%
31	O=C(Cn1ncc2c(=O)oc3ccccc3c21)NCc1ccc(Cl)cc1	/	/	/	/	-2%	-17	/	1%	-13%
32	CC(C)C(=O)Nc1ncc(Cc2cccc(Cl)c2)s1	0%	7	-0.8	-7%	-1%	3	-6	0%[7.66 µM]	-10%[7.66 µM]

The results go on.
item	compound	PLK1 PBD block	DRD3 antagonist	IL2 activator	WRN inhibitor	GLP-1R agonist	DRD3 agonist	PI5P4Ka inh	GLP1R cytotox	GLP1R inv ag
33	O=C(O)c1cccc(NC(=S)NC(NC(=O)c2cccc([N+](=O)[O-])c2)C(Cl)(Cl)Cl)c1 (configuration not stated)	-9%	3	-0.6	?	-6%	6	1	3%	4%
34	CCOC(=O)Cc1csc(NC(=O)c2ccc(C)c(S(=O)(=O)N3CCOCC3)c2)n1	-14%	-7	-0.1	-3%	3%	1	-3	0%	13%
35	O=C(Nc1ccccc1-c1nc2ccccc2s1)c1ccc(Br)o1	-6%	24	-0.7	-2%	4%	7	/	-15%	0%
36	O=C(NCc1ccccc1)NC(=O)c1ccccc1	2%	0	0.5	-16%[57.1 µM]	-16%	-4	-8	-6%	6%
37	CC1CCCCN1C(=O)Cn1c(=O)n(-c2ccc(F)cc2)c(=O)c2sccc21 (configuration not stated)	0%	6	0.8	-5%	0%	4	2	-2%	-22%
38	CCOc1ccccc1Nc1nnc(SCC(=O)NCC2CCCO2)s1 (configuration not stated)	-2%	11	0.0	-10%	-6%	-1	10	-5%	-3%
39	O=C(COC(=O)/C=C/c1ccccc1[N+](=O)[O-])Nc1ccc2[nH]c(=O)[nH]c2c1	-3%	2	0.1	-13%	6%	-7	-24	0%	?
40	COc1ccc(CC(=O)Nc2ccccc2N2CCCC2)cc1	-10%	9	3.0	7%	17%	0	3	7%	?

The listing continues:
item	compound	PLK1 PBD block	DRD3 antagonist	IL2 activator	WRN inhibitor	GLP-1R agonist	DRD3 agonist	PI5P4Ka inh	GLP1R cytotox	GLP1R inv ag
41	CC1=C(C)CC(C(=O)NC(C)CCc2ccccc2)C(C(=O)O)C1 (configuration not stated)	7%	2	1.1	-6%	0%	4	-2	-1%	-9%
42	Cc1ccccc1OCC(=O)NNC(=O)Cc1ccc(S(=O)(=O)N2CCOCC2)s1	1%	9	-2.9	6%	-1%	5	-2	-10%	-18%
43	O=C(Nc1ccccc1)c1cc2ccccc2c(=O)s1	-7%	50	-5.3	-13%	-11%	-14	12	-4%	0%
44	CC1CCCCC1NC(=O)CN(C)S(=O)(=O)c1ccc2c(c1)CCC(=O)N2 (configuration not stated)	-5%	1	-1.9	-2%	1%	3	0	2%	0%
45	CCCc1cc(=O)[nH]c(SCC(=O)Nc2c(C)cccc2C)n1	-4%	-6	0.6	0%	4%	-2	/	0%	0%
46	COc1ccc(N(CC(=O)N/N=C(\C)c2ccc(OC)c(OC)c2)S(=O)(=O)c2ccccc2)cc1	-2%	23	0.2	-6%	?	16	1	0%	173%[activator]
47	O=C(NCc1ccccc1)N1CCC(CO)(Cc2cccc(F)c2)CC1	2%	5	0.5	3%	6%	5	-5	5%	-23%
48	O=C(CNC(=O)c1ccco1)Nc1ccc2c(c1)OCCO2	5%	-3	-3.2	-3%	-2%	-7	0	-6%	?

Next results:
item	compound	PLK1 PBD block	DRD3 antagonist	IL2 activator	WRN inhibitor	GLP-1R agonist	DRD3 agonist	PI5P4Ka inh	GLP1R cytotox	GLP1R inv ag
49	Cc1cccc(C)c1C(=O)N[C@@H](Cc1ccccc1)C(=O)O	2%	10	-0.1	4%	-2%	9	0	?	0%
50	O=[N+]([O-])c1cnn2cc(Br)cnc12	-15%	-8	-2.2	6%	2%	-1	-7	4%	10%
51	COc1ccc(Cl)cc1NC(=O)c1cccc(-n2cnnn2)c1	-4%	2	-1.9	-6%	1%	-7	4	20%	7%
52	COC(=O)c1ccc(N=NNc2cccc(Br)c2)cc1	-4%	6	-4.3	6%	6%	2	2	-2%	-23%
53	CNC(=S)NNC(=O)CSCc1c(Cl)cccc1Cl	-10%	-21	2.2	-1%	12%	11	3	17%	-12%

Compound activity from PubChem.

Random draw from the library; about 7.8% have a hit in one of these screens.
